Wnt bcat act – Wnt/beta-catenin pathway activators, primary screen, cell-based, plate reader, single point. Wnt/beta-catenin reporter cell assay, activator. activation, % at 9.35 µM. 1.2% of 300,000 active. AID 743398, 2014; in the data active = activation above about 30%, passing the limit was not always enough; inconclusive = no clear call, values can overlap the other calls;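 also: 0% = neutral control wells and 100% = positive control wells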
CAL PDZ FP-1 – CAL PDZ peptide-binding inhibitors, primary screen, biochemical, fluorescence polarization, Cer-tagged CAL PDZ, HTS | purified CAL PDZ, TMR-peptide fluorescence polarization, 1 h | inhibition, % at 20 µM | 0.02% of 330,000 active | AID 504414, 2011;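 active = highest replicate inhibition of at least 40%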;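 also: plate controls were DMSO neutral control wells for no effect and unlabeled competitor peptide control wells for full effect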
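Assay system – tagged CAL PDZ protein CerCALP, purified · Timing – 1 h at RT · Compound – single point, 20 µM · Measured by – fluorescence polarization from S- and P-plane intensities, G-factor corrected · Evaluation – inhibition from polarization loss · Probe or stimulus – TMR reporter peptide T*-PRC34 · Buffer or medium – pH 7.4 phosphate-saline buffer, reducing agent, detergent, IgG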
SR-BI uptake up – activators of SR-BI mediated DiI-HDL uptake, primary screen, ldlA[mSR-BI] CHO cells, DiI fluorescence; 3 h; 100 = double the neutral-control signal; activation, % at 12.5 µM; 0.096% of 320,000 active;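 active = mean replicate activation of at least 60% and every replicate at or above 60%; inconclusive = mean or all-replicate condition met, but not both; inactive = mean below 60% and not all replicates reaching 60%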;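 also: 0% = median plate neutral-control signal and 100% = twice that signal; values of inactives mirror those of a sister screen read the other way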
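system = CHO ldlA[mSR-BI] cells, LDL receptor-null, SR-BI overexpressing | medium = Ham's F12 with 0.5% BSA, HEPES 25 mM, pH 7.4 | probe or stimulus = DiI-HDL 10 µg/mL | compound dosing = single-point compound dose | incubation = compound exposure 3 h, 37 °C | technique = DiI fluorescence, bottom read | read-out = cell-associated DiI fluorescence as measure of HDL uptake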
Tat transport – E. coli Tat export inhibitors, primary screen, MC4100, TorA-mCherry reporter, fluorescence, single point | inhibition, % at 10 µM | 0.036% of 340,000 active;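 active = mean replicate inhibition at least 50% and at least half of replicates individually reaching 50%; inconclusive = only one of the two criteria met; inactive = neither criterion met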;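 also: exported cargo escapes ClpAP degradation while cytoplasmic cargo is degraded and loses fluorescence; 0% = median of neutral control wells and 100% = median of NaSCN control wells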
SR-BI DiI inh – inhibitors of SR-BI mediated HDL lipid uptake, primary screen, ldlA[mSR-BI] cells, fluorescence, single point; Scavenger receptor class B member 1 (Mus musculus), Q61009; ldlA[mSR-BI] CHO cells, DiI-HDL uptake fluorescence, 3 h; inhibition, % at 12.5 µM; 0.96% of 320,000 active; AID 488896, 2010;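 active = mean replicate inhibition of at least 70% and a set share of replicates each scoring 70 or more; inconclusive = meets just one of the two criteria; inactive = fails both criteria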;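 also: 0% = median of neutral control wells and 100% = median of positive control wells; values of inactives mirror those of a sister screen read the other way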
Target sequence (Q61009 whole entry, looked up): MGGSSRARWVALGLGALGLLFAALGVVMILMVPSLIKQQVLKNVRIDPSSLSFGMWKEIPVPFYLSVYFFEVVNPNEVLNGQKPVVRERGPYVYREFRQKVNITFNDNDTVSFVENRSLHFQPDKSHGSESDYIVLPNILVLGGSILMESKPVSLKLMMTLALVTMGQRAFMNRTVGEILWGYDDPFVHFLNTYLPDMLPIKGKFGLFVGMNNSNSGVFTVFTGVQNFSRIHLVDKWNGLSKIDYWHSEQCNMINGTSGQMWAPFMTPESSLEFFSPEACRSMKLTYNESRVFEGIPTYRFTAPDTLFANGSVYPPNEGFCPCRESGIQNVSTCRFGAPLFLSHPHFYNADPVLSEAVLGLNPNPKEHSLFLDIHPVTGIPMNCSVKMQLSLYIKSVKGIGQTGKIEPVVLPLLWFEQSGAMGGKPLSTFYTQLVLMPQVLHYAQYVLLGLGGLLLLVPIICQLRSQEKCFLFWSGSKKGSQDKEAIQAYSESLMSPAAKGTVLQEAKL
MITF act – activators of MITF-driven TRPM1 promoter reporter, primary screen, cell-based, SK-MEL-5, luciferase, single point; SK-MEL-5 TRPM1-promoter luciferase, 24 h; % of positive control, neutral wells = 0; activation, % at 12.5 µM; 0.75% of 300,000 active;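 active = mean activation of at least 80% with every replicate also reaching 80%; inconclusive = mean reaches 80% but some replicate falls short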;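 also: 0% = neutral control wells and 100% = parthenolide positive control wells; values of inactives mirror those of a sister screen read the other way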
phage Ecoli inh – growth loss of phage-infected E. coli, primary screen, RecBCD inhibitor project, absorbance, with phage, HTS; inhibition, % at 11.9 µM; 0.26% of 360,000 active; in the data active = inhibition above about 11%
E coli growth – E. coli V3065 growth inhibition, primary screen, counter-screen for AddAB inhibitor project, absorbance, OD600; 18 h; inhibition, % at 11.9 µM; 0.27% of 330,000 active;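 active = inhibition above the campaign's mean inhibition across all tested compounds plus 3 SD, cut at about 9.9% in these data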;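 also: uninfected addAB+ strain grown without phage in ampicillin broth; 0% = DMSO wells and 100% = ciprofloxacin 0.95 µg/ml wells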
AddAB inh – growth inhibition of E. coli expressing H. pylori AddAB, primary screen, AddAB inhibitor project, absorbance. inhibition, % at 11.9 µM. 0.29% of 330,000 active; in the data active = inhibition above about 12%;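 also: 0% = vehicle wells of infected cells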
CAL PDZ FP-2 – untagged CAL PDZ binding inhibitors, primary screen, biochemical, fluorescence polarization, HTS; Golgi-associated PDZ and coiled-coil motif-containing protein (Homo sapiens), Q9HD26; inhibition, % at 24.9 µM; purified CAL PDZ, TMR-peptide fluorescence polarization, 1 h; AID 602252, 2012; 0.92% of 300,000 active;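 active = mean inhibition of at least 30% with at least half of replicates also reaching 30%; inconclusive = no clear call, values can overlap the other calls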;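 also: 0% = DMSO neutral control and 100% = excess unlabeled competitor peptide PRC23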
The depositor's hits bear a star; ? = inconclusive; . = not tested or not shown.

#1 CCCCNC(=S)NCc1ccc2[nH]c(C)cc2c1
#2 Cc1cc(C)n2nc(C(=O)Nc3cccc(S(=O)(=O)N4CCOCC4)c3)nc2n1
#3 COc1ccc(CNC(=O)CCS(=O)(=O)c2ccc3c(c2)NC(=O)CS3)cc1
#4 Cc1nc2cc(CO)ccc2s1
#5 Cc1cc(C)cc(N(CC(=O)NCCSc2ccccn2)S(=O)(=O)c2ccccc2)c1
#6 CC1(C)CC(=O)C=C(N2CCCC2)C1
#7 Cc1cccc(C(=O)O)c1NC(=O)c1ccc(F)cc1
#8 O=C(CN1CCN(c2ccc(F)cc2)CC1)c1ccc(O)cc1O
#9 Cn1c(-c2ccc3ccccc3n2)nc2cnccc21
#10 Cc1ccc(S(=O)(=O)N2CCCCC2)cc1C(=O)OCC(=O)N1c2ccccc2NC(=O)C1(C)C

Screen / compound no.	1	2	3	4	5	6	7	8	9	10
Wnt bcat act	0	-2	-1	.	.	12	0	2	-2	-3
CAL PDZ FP-1	-0.4	0.8	-1.1	-1.0	-0.1	-1.5	-2.1	-0.1	-3.1	-0.8
SR-BI uptake up	1	-2	-3	16	-36	13	10	9	7	-66
Tat transport	7	8	-7	2	-2	0	-6	-1	-1	-6
SR-BI DiI inh	-1	2	3	-16	36	-13	-10	-9	-7	66
MITF act	-8	-1	-3	-6	-6	-1	-1	-6	.	4
phage Ecoli inh	4.2	1.2	-0.9	3.0	2.7	0.6	2.1	1.4	-0.8	2.3
E coli growth	-0.8	.	-0.8	3.0	1.8	0.3	-1.3	0.5	-1.2	-0.5
AddAB inh	1.9	.	1.9	-0.5	-2.7	1.8	-1.3	1.3	4.0	-0.1
CAL PDZ FP-2	-3	.	-4	-3	-1	-3	3	.	.	1

Shown with two lines to a compound: part of the list above
Under each structure – Wnt bcat act	CAL PDZ FP-1	SR-BI uptake up	Tat transport	SR-BI DiI inh	MITF act	phage Ecoli inh	E coli growth	AddAB inh	CAL PDZ FP-2
1: CCCCNC(=S)NCc1ccc2[nH]c(C)cc2c1
 : 0	-0.4	1	7	-1	-8	4.2	-0.8	1.9	-3
2: Cc1cc(C)n2nc(C(=O)Nc3cccc(S(=O)(=O)N4CCOCC4)c3)nc2n1
 : -2	0.8	-2	8	2	-1	1.2	.	.	.
3: COc1ccc(CNC(=O)CCS(=O)(=O)c2ccc3c(c2)NC(=O)CS3)cc1
 : -1	-1.1	-3	-7	3	-3	-0.9	-0.8	1.9	-4
4: Cc1nc2cc(CO)ccc2s1
 : .	-1.0	16	2	-16	-6	3.0	3.0	-0.5	-3

Next part:
#11 CSCC[C@H](NC(=O)OC(C)(C)C)C(=O)N1CCC(C(=O)N[C@@H](Cc2c[nH]c3ccccc23)C(=O)O)CC1
#12 CCc1ccc(NC(=O)N2CCC(c3ccccc3)C2)cc1 (stereo not drawn)
#13 CCOC(=O)c1cc(NC(=O)Nc2ccccc2Cl)c(C)nc1C
#14 O=C(Cn1ccc2cc(S(=O)(=O)N3CCCCC3)ccc21)NCc1ccccc1F
#15 O=C1c2ccccc2C(O)N1Cc1cccs1 (stereo not drawn)
#16 CCOc1ccc(NC(=S)N(CCc2ccncc2)C(C)C)cc1
#17 Cc1cc(C)c(S(=O)(=O)N2CCOCC2)c(C)c1N(C)S(=O)(=O)c1ccccc1
#18 Cc1cccc(OCC(=O)O/N=C(\N)c2ccccn2)c1C
#19 CCOC(=O)c1cc(C)n(-c2ccccc2)c1C
#20 CCOC(=O)C(CC)Sc1nnc(COc2ccc(C)cc2)n1-c1ccccc1 (stereo not drawn)

Screen / compound no.	11	12	13	14	15	16	17	18	19	20
Wnt bcat act	9	1	-3	-1	-1	-2	-3	20	-2	-4
CAL PDZ FP-1	-0.7	-1.3	-1.9	-3.2	-2.0	0.5	0.0	-1.9	-1.4	-1.6
SR-BI uptake up	21	11	-17	.	-2	.	3	8	0	2
Tat transport	-4	9	-3	1	-7	2	2	2	1	-6
SR-BI DiI inh	-21	-11	17	.	2	.	-3	-8	0	-2
MITF act	-5	56	0	4	1	-7	1	?	38	5
phage Ecoli inh	-1.7	4.9	2.8	0.1	7.8	-0.5	2.6	1.1	-1.8	1.8
E coli growth	-1.3	1.8	-2.0	0.8	3.0	1.1	2.4	0.0	1.6	-0.9
AddAB inh	0.1	5.2	-0.8	0.4	4.0	1.1	0.9	2.2	1.9	2.8
CAL PDZ FP-2	-2	-13	4	-5	-3	2	-6	-1	-25	1

#21 CCn1cc(C(=O)O)c(=O)c2cnc(N3CCN(C(=S)Nc4ccc(F)cc4)CC3)nc21
#22 CC(NC(=O)c1cccnc1Sc1ccccc1)c1ccc(S(N)(=O)=O)cc1 (stereo not drawn)
#23 CC(=O)c1ccc(NC(=O)CCC(=O)OCC(F)(F)C(F)F)cc1
#24 C/C(=N\Nc1ccccc1)c1c(O)cc(C)oc1=O
#25 COc1ccc2c(c1)c(=O)oc1cc(OCC(=O)NCC3CCC(C(=O)O)CC3)ccc12 (stereo not drawn)
#26 Cc1cccc(NC(=O)CSc2n[nH]c(-c3ccncc3)n2)c1
#27 COc1ccc(/C=C2/C(=O)ON=C2C)cc1Cl
#28 CC1=C(C(=O)Nc2ccccc2)C2(CCCCC2)C(C#N)=C(SCC(N)=O)N1
#29 Cc1cc(C)nc(N/C(=N/S(=O)(=O)Cc2ccccc2)Nc2ccccc2)n1
#30 CCc1cc(C(=O)Nc2ccccc2N2CCOCC2)sc1C

Screen / compound no.	21	22	23	24	25	26	27	28	29	30
Wnt bcat act	-4	2	25	1	0	-6	-1	.	-8	3
CAL PDZ FP-1	.	-0.8	-0.5	-0.1	-1.4	.	-0.5	-0.2	-6.2	0.1
SR-BI uptake up	.	21	18	11	5	27	11	4	30	-27
Tat transport	.	5	2	0	-1	7	2	5	-4	-2
SR-BI DiI inh	.	-21	-18	-11	-5	-27	-11	-4	-30	27
MITF act	.	11	11	-2	13	-10	-1	-3	7	3
phage Ecoli inh	-2.8	1.8	3.1	3.5	3.2	2.5	1.6	-0.4	1.9	1.4
E coli growth	25*	-0.4	-1.7	1.0	1.3	-1.6	0.9	-3.6	3.0	0.5
AddAB inh	18*	1.3	-2.0	0.7	4.2	-0.6	1.3	3.4	-0.5	2.0
CAL PDZ FP-2	.	-2	0	10	-2	-5	-2	.	-4	-3

Single values from the results shown:
For Tat transport, compound 30 is entered as -2
For MITF act, compound 23 is entered as 11
For AddAB inh, compound 22 is entered as 1.3
For SR-BI DiI inh, compound 25 is entered as -5
For CAL PDZ FP-1, compound 29 is entered as -6.2

The results go on:
#31 COc1ccc(NC2CCCN(C(=O)Cn3ccc(C)n3)C2)cc1OC (stereo not drawn)
#32 O=C(/C=C/c1ccco1)NC(=S)Nc1ccc(C(=O)O)cc1
#33 Clc1cccc(Cl)c1-c1noc(-c2ccno2)n1
#34 CCCc1cc(=O)n2[nH]c(NCc3c(F)cccc3Cl)nc2n1
#35 COc1ccc(NS(=O)(=O)c2cc(NC(=O)COc3ccc(OC)cc3)ccc2N2CCOCC2)cc1
#36 CCOC(=O)c1csc(NC(=O)CSc2nnnn2-c2ccc(OCC)cc2)n1
#37 COC(=O)C1=CN(Cc2cccs2)C=C(C(=O)OC)C1c1cccc(Cl)c1
#38 CC(C)NC(NC(=O)/C=C/c1ccccc1)C(Cl)(Cl)Cl (stereo not drawn)
#39 CCOC(=O)c1cc(-c2ccc(C)cc2)n(CCC(=O)N2CCN(c3ccccn3)CC2)c1C
#40 CC(SC1=NCCS1)C(=O)Nc1nnc(-c2ccc(F)cc2)s1 (stereo not drawn)

Screen / compound no.	31	32	33	34	35	36	37	38	39	40
Wnt bcat act	-1	4	-1	.	19	-2	-5	-1	-6	0
CAL PDZ FP-1	-2.0	-6.1	-0.6	0.5	-0.8	0.0	-2.8	-1.7	-0.1	-0.6
SR-BI uptake up	-12	4	0	4	-32	2	-16	-20	.	6
Tat transport	-2	1	-6	-6	1	9	0	-12	25	1
SR-BI DiI inh	12	-4	0	-4	32	-2	18	20	.	-6
MITF act	2	7	0	-13	8	-11	-14	0	-3	18
phage Ecoli inh	-1.7	-0.1	2.1	-1.0	-0.3	1.9	0.9	4.2	3.2	0.5
E coli growth	1.4	-2.6	0.1	0.4	-0.8	.	-1.7	0.4	-0.3	-2.3
AddAB inh	4.6	3.0	1.1	2.2	-1.0	.	-1.1	1.0	1.0	-1.9
CAL PDZ FP-2	-3	5	0	-5	.	0	-5	-6	1	.

#41 Cn1nc(-c2ccccc2)c(C(=O)NC(C(=O)O)c2ccccc2)c1Cl (stereo not drawn)
#42 COc1ccc(OC)c(/C=N/n2c(-c3n[nH]c4c3CCC4)n[nH]c2=S)c1
#43 NC(=O)c1ccc(NCC2CCCO2)c([N+](=O)[O-])c1 (stereo not drawn)
#44 Cc1cc(C)cc(N(CC(=O)NC2CCCCC2)C(=O)CNC(=O)c2ccco2)c1
#45 CC(O)CNCc1ccccc1C(F)(F)F (stereo not drawn)
#46 CC1CC(C#N)N(N(C)C)C1=C(C#N)C#N (stereo not drawn)
#47 O=C(CN1CCOCC1)n1c2ccccc2c2ccccc21
#48 COc1ccc(N2CCN(CCCNC(=O)C3CCCN(S(=O)(=O)c4cnc[nH]4)C3)CC2)cc1 (stereo not drawn)
#49 O=C(CN1CCN(c2nc(-c3ccc(F)cc3)cs2)CC1)NCc1ccc2c(c1)OCO2

Screen / compound no.	41	42	43	44	45	46	47	48	49
Wnt bcat act	0	-1	1	-1	41*	4	.	-3	.
CAL PDZ FP-1	0.2	-0.8	0.0	-3.8	-1.3	1.1	-0.9	-0.9	-1.8
SR-BI uptake up	18	-23	.	15	.	6	-1	3	-38
Tat transport	-11	-8	6	11	-5	2	8	-9	7
SR-BI DiI inh	-18	23	.	-15	.	-6	1	-3	38
MITF act	13	.	-12	2	-1	-6	.	-9	0
phage Ecoli inh	3.7	0.7	1.8	0.9	-0.7	-0.5	1.3	3.9	2.4
E coli growth	-0.8	-0.7	0.1	-0.8	1.3	-2.4	0.9	-2.0	-1.7
AddAB inh	-1.3	-0.6	0.9	4.4	0.9	-1.8	3.0	-0.3	0.0
CAL PDZ FP-2	-5	.	.	-1	0	-4	.	-4	.

Bioassay records as filed in PubChem.
